Compound activity from PubChem.
LYPLA2 counter: LYPLA2 inhibitors, primary screen, counter-screen for PME1 inhibitor project, biochemical, fluorescence polarization, FP-Rh probe ABPP. Acyl-protein thioesterase 2 (Homo sapiens), O95372. recombinant LYPLA2. inhibition, % at 5.9 µM. 0.38% of 320,000 active. AID 2177, 2009;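 active = inhibition above the screen-wide mean plus 3 SD, limit set per campaign, cut at about 26% in these data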;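 also: 0% = LYPLA2 with DMSO and 100% = wells lacking LYPLA2 enzyme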
Target sequence (O95372 whole entry, looked up): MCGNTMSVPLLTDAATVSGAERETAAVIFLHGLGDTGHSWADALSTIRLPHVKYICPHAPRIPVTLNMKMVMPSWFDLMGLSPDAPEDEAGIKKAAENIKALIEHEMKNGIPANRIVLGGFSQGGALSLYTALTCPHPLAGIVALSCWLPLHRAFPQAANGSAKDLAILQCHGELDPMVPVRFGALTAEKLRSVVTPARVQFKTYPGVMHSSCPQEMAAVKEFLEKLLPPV
PME-1 inh: PME-1 inhibitors via competitive probe labeling, primary screen, biochemical, fluorescence polarization, FP-Rh probe, HTS; recombinant PME-1; inhibition, % at 5.9 µM; 0.53% of 320,000 active;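 active = inhibition above the campaign mean of all compounds plus 3 SD, cut at about 26% in these data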;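 also: competitive labeling of PME-1 active site by serine hydrolase directed probe; 0% = PME-1 with DMSO and 100% = wells lacking PME-1 enzyme; inhibitors block probe labeling so polarization falls and inhibition rises; many of its hits are not listed in these tables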
Target sequence (Q9Y570 whole entry, looked up): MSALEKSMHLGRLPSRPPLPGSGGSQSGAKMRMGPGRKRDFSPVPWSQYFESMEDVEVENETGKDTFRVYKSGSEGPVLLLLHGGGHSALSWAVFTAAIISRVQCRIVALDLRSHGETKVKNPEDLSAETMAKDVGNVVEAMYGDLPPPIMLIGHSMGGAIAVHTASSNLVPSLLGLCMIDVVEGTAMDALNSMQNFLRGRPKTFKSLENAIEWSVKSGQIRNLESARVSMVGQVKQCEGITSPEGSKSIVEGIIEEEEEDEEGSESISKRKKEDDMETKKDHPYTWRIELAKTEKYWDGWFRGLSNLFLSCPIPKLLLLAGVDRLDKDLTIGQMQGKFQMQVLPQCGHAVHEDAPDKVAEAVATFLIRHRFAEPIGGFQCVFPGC
PAD4 FP inh: human PAD4 inhibitors, primary screen, biochemical, fluorescence polarization, 1536-well format; Protein-arginine deiminase type-4 (Homo sapiens), Q9UM07; recombinant PAD4, RCA probe fluorescence polarization; inhibition, % at 6.36 µM; 0.41% of 330,000 active; AID 485272, 2010;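 active = percent inhibition above a cutoff equal to the mean of all tested compounds plus 3 SD, cut at about 15% in these data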;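 also: 0% = PAD4 with RCA probe and DMSO and 100% = probe without PAD4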
LYPLA1 inh: LYPLA1 inhibitors, primary screen, counter-screen for PME1 inhibitor project, biochemical, fluorescence polarization, FP-Rh probe ABPP. Acyl-protein thioesterase 1 (Homo sapiens), O75608. recombinant LYPLA1. inhibition, % at 5.9 µM. 0.16% of 320,000 active;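 active = inhibition above the mean of all tested compounds plus 3 SD, set per campaign, cut at about 14% in these data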;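 also: inhibitors block serine hydrolase probe labeling of LYPLA1 so polarization falls; 0% = enzyme with DMSO and 100% = wells lacking LYPLA1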
GSTO1 inh: inhibitors of recombinant GSTO1, primary screen, counter-screen for RBBP9 inhibitor project, biochemical, fluorescence polarization. 1.1% of 300,000 active. activity-based probe fluorescence polarization. Glutathione S-transferase omega-1 (Homo sapiens), P78417. inhibition, % at 5.96 µM;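 active = inhibition above the campaign mean inhibition plus 3 SD, cut at about 35% in these data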;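 also: 0% = GSTO1-1 with DMSO and 100% = wells lacking GSTO1-1 enzyme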
Target sequence (P78417 whole entry, looked up): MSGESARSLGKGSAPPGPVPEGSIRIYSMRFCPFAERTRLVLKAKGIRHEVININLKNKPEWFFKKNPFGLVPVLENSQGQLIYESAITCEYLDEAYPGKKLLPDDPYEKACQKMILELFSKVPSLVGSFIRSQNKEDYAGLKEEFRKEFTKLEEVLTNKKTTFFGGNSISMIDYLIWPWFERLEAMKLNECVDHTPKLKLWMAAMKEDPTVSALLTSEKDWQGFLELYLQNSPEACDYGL
PAFAH1B3 FP inh: PAFAH1B3 enzyme inhibitors, primary screen, biochemical, fluorescence polarization, human. recombinant PAFAH1B3, FP-rhodamine probe. inhibition, % at 3.39 µM. 0.28% of 340,000 active;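 active = inhibition above the screen-wide average of all tested compounds plus 3 SD, cut at about 25% in these data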;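 also: 0% = enzyme with DMSO only and 100% = wells lacking PAFAH1B3 protein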
PAFAH2 FP inh: PAFAH2 enzyme inhibitors, primary screen, biochemical, fluorescence polarization, human | Platelet-activating factor acetylhydrolase 2, cytoplasmic (Homo sapiens), Q99487 | recombinant PAFAH2, FP-rhodamine activity probe | inhibition, % at 3.39 µM | 0.99% of 340,000 active | AID 492956, 2010;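 active = inhibition above the mean over all tested compounds plus 3 SD, cut at about 30% in these data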;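 also: inhibitors block probe labeling of enzyme so polarization drops; 0% = enzyme with DMSO and 100% = wells lacking PAFAH2 protein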
PAFAH1B2 inh: PAFAH1B2 enzyme inhibitors, primary screen, biochemical, fluorescence polarization, human; inhibition, % at 3.39 µM; 1.2% of 340,000 active; AID 492953, 2010; Platelet-activating factor acetylhydrolase IB subunit alpha2 (Homo sapiens), P68402; recombinant PAFAH1B2, FP-rhodamine activity probe;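 active = inhibition above the mean of all tested compounds plus 3 SD, cut at about 24% in these data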;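 also: 0% = enzyme with DMSO and 100% = wells lacking PAFAH1B2; many of its hits are not listed in these tables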
pPAFAH FP inh: pPAFAH enzyme inhibitors, primary screen, biochemical, fluorescence polarization, human; recombinant pPAFAH, FP-rhodamine probe fluorescence polarization; inhibition, % at 3.39 µM; 1.5% of 330,000 active;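 active = inhibition above the mean inhibition across the screen plus 3 SD, cut at about 25% in these data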;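 also: inhibitors block binding of the rhodamine activity-based probe so polarization drops; 0% = enzyme with DMSO and 100% = wells lacking pPAFAH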
* marks the source's active call; other numbers are inactive results; x = no result given; & = joins results of further samples. Some of the compounds tested; count on the stated rates, not on these rows.

SMILES	LYPLA2 counter	PME-1 inh	PAD4 FP inh	LYPLA1 inh	GSTO1 inh	PAFAH1B3 FP inh	PAFAH2 FP inh	PAFAH1B2 inh	pPAFAH FP inh
O=C(COc1ccccc1)Nc1cccc(-c2nc3ccccc3[nH]2)c1	-28	-36	1	-18	-24	-8	-13	-6	-14
COc1ccc2c(CC(=O)OCC(=O)c3ccccc3OC)coc2c1	10	-5	0	2	-4	2	11	5	10
CCOC(=O)c1ccc(Oc2coc3cc(O)ccc3c2=O)cc1	-4	-6	-4	0	2	10	-1	2	-2
Cc1cccc(C)c1NC(=O)COC(=O)CCc1c[nH]c2ccccc12	2	-2	-6	-3	x	-2	8	1	11
CCN(CC)CC#CCC(O)(c1ccccc1)C1CCCC1 (configuration not stated)	0	-1	2	-2	8	-3	1	10	-2
C/C(NCC(C)(C)CN(C)C)=C(/C#N)C(=O)NCc1ccccc1	-6	-6	-2	0	-5	4	0	3	-7
COc1ccc2cc(C(=O)C3CCCN(C(=O)c4cc(=O)n(C)c(=O)n4C)C3)ccc2c1 (configuration not stated)	-5	-2	-1	-4	-9	-1	-3	6	3
CN(C)S(=O)(=O)c1ccc(Cl)c(NC(=O)COC(=O)/C=C/c2cnc3ccccc3n2)c1	7	7	-3	1	-4	0	13	1	1
O=C(CCn1c(=O)oc2ccccc21)NCCCN1CCCC1=O	2	-2	-1	-1	-4	4	5	2	9
CCc1nn(CC(=O)NCCCN2CCc3ccccc3C2)c(=O)c2cc3sccc3n12	2	2	-4	3	-2	8	-1	5	5
CC(C)CSC1=NSC2=NC(=O)/C(=C\c3coc4ccccc4c3=O)C(=N)N12	0	22	-27	6	-57	21	36*	23	10
O=C(NC1CCCCC1)c1ccc(N2CCOCC2)c([N+](=O)[O-])c1	-8	-2	-5	-2	2	2	6	4	5
Cn1ncc(Cl)c1C(=O)N1CCOCC1	1	-4	1	-1	-1	5	-6	0	5
CS(=O)(=O)c1ccc2nc(NC(=O)CN3CCN(Cc4ccccc4)CC3)sc2c1	-4	-8	0	-3	-4	4	3	2	-8
O=C(COc1ccc(-c2nnco2)cc1)NC1CCS(=O)(=O)C1 (configuration not stated)	x	x	-2	x	x	3	-10	7	-3
COC(=O)c1ccccc1S(=O)(=O)N1CCC(C(=O)NC2CCCCC2)CC1	2	-1	-3	4	x	-1	9	6	-3
O=C(Nc1ccon1)c1cccc(S(=O)(=O)N2CCCCC2)c1	4	5	-1	1	2	9	2	11	1
CN(C)c1ccnc(-n2cccc2/C=N/OCc2cccc(F)c2)c1C#N	-5	-4	5	-1	-6	-4	-2	2	15
Cc1c(CN2CCC(CO)(CC3CCCCO3)CC2)cnn1C (configuration not stated)	1	4	-1	2	1	6	5	5	-1
COC(=O)c1nc2n(n1)C(c1ccccc1OC)C1=C(CCCC1=O)N2 (configuration not stated)	1	-9	-5	-3	7	-4	-2	1	-3
C/C(CC(C)C)=N/Nc1ccc([N+](=O)[O-])cc1[N+](=O)[O-]	12	-4	3	3	1	-5	0	2	6
Clc1ccc(-c2noc3c2-c2nc(Cc4cccc5ccccc45)sc2CC3)cc1	-2	-3	2	-4	3	-2	-5	1	4
COc1cc(NC(=O)C2CCC(CNc3c(N4CCC(C)CC4)c(=O)c3=O)CC2)cc(OC)c1 (configuration not stated)	4	3	0	39*	-4	0&-1	4&1	5&3	-2
CN(CCO)CC(O)CN(c1ccccc1)c1ccccc1 (configuration not stated)	-4	1	-1	-1	3	10	-1	5	4
Cc1nc(SCC#N)c2c(C)c(C)sc2n1	-6	0	-4	-4	-11	4	-1	-2	1
COc1cc(/C=N/n2cnnc2)ccc1OS(=O)(=O)c1ccccc1[N+](=O)[O-]	9	-1	1	1	3	8	-4	1	2
O=S(=O)(c1ccc(Br)s1)N1CCN(c2ncccn2)CC1	1	8	-1	-3	1	9	-11	11	-3
CCOC(=O)Cc1csc(SCn2nnc3ccccc3c2=O)n1	1	7	-3	1	-2	5	4	2	-9
O=C(Cn1ncc2c([nH]c3ccccc32)c1=O)N1CCc2ccccc2C1	-4	-8	3	0	-11	0	4	-2	5
CC(=O)OC1CCC(OC(C)=O)c2c1n([O-])c(C)c(C)[n+]2=O (configuration not stated)	-3	-4	1	-3	-1	4	8	6	3
O=C(CSc1ccccc1F)NNC(=O)c1ccncc1	7	1	4	3	x	4	8	6	3
COc1ccccc1N1CCN(C2CCCCC2NS(=O)(=O)c2ccc(Cl)cc2)CC1 (configuration not stated)	-7	1	2	-3	1	-1	3	1	2
CC(NC(=O)[C@H](C)NC(=O)c1ccco1)c1ccc(S(N)(=O)=O)cc1 (some centres not stated)	3	6	-1	-2	6	0	10	2	5
COc1ccc(N(CC(=O)NCCC2=CCCCC2)S(=O)(=O)c2ccc(C)cc2)cc1OC	-6	-3	0	-3	0	4	4	2	-2
CCOC(=O)C(NCCCO)c1ccccc1 (configuration not stated)	-5	-1	0	-2	2	8	2	2	3
CS(=O)(=O)Nc1ccc(C2=NN(C(=O)c3ccccc3)C(c3cccs3)C2)cc1 (configuration not stated)	4	-5	-2	1	-4	1	4	-4	6
O=C(COc1ccccc1)Nc1ccc(C(=O)N2CCCC2)cc1	0	-3	3	-1	3	-5	-8	-3	1
COc1cccc(C(=O)CC(=O)C(=O)Nc2cc(Cl)c(OC)cc2OC)c1	0	-1	0	1	5	6	1	1	2
O=C(c1cncc(Br)c1)N1CCCc2ccccc21	7	-3	-6	1	3	6	3	10	2
CCCN(CCC)CCNC(=O)c1cc2c(=O)n(C)c3ccccc3c2n1C	-1	5	-4	1	2	3	2	1	-3
CCN(CC)CCN(C(=O)c1ccc2c(c1)CCCC2)c1nc2ccc(F)cc2s1	-6	-5	-3	-4	10	5	-6	3	5
CCOc1ccc2nc(SCC(=O)NCC3CCCO3)sc2c1 (configuration not stated)	x	x	1	x	x	7	-1	2	-3
Cc1ccc(-n2cccc2/C=C2\C(=N)N3N=C(C(C)C)SC3=NC2=O)cc1	-4	-1	-4	-2	-39	13	5	14	9
COc1ccc(CN2C(=O)c3cccnc3C2=O)cc1S(=O)(=O)NCc1ccco1	-2	1	1	-5	-1	12	8	6	1
CCCc1nc2sc3c(c2c(=O)n1NC(=O)c1ccco1)CC(C)(C)OC3	1	3	-2	1	6	-1	1	2	1
CCCn1c(N)c(N(CCOC)C(=O)CSCC(=O)Nc2ccc(C)cc2)c(=O)[nH]c1=O	-4	7	5	-2	x	-3	-2	6	1
O=C(CN1C(=O)NC2(CCCc3ccccc32)C1=O)NC1CCCCC1 (configuration not stated)	-2	1	-2	0	8	10	1	1	-2
CCn1cc(S(=O)(=O)CC(=O)Nc2ccc(OC)cc2)c2ccccc21	1	-2	1	4	0	2	-2	4	1
Cc1cccc2cc3c(N)c(C(=O)Nc4ccc(N5CCOCC5)cc4)sc3nc12	1	21	-22	-1	8	2	9	9	11
O=C(Nc1nnc(-c2ccccc2)o1)c1cccc(S(=O)(=O)N2CCOCC2)c1	x	x	-1	x	x	5	-5	8	3
CCC(=O)Nc1c(-c2cccs2)c(=O)c2ccccc2n1C	3	2	-1	2	4	-1	-6	4	6
Cc1ccc(OCCSc2ncnc3nc[nH]c23)cc1	6	-1	0	-2	12	1	-1	20	1
CN(CC(=O)Nc1cccc(F)c1)C(=O)c1cc(-c2cccs2)nn1-c1ccccc1	-3	2	-7	-2	-17	3	1	4	2
Cc1ccnc(NS(=O)(=O)c2ccc(NC(=O)CCc3ccccc3)cc2)n1	7	0	-2	3	-3	-4	9	-3	5
Cn1c(SCc2c(F)cccc2Cl)nc2c(c1=O)SCC2	21	-1	0	-1	-2	8	10	4	14
COC(=O)C(CC(C)C)NC(=O)c1cc(OC)c(OC)c(OC)c1 (configuration not stated)	11	-1	-1	5	7	-8	-8	3	1
CCOC(=O)C(CCCP(=O)(c1ccccc1)c1ccccc1)(NC(C)=O)C(=O)OCC	8	-4	0	-3	1	2	3	4	4
O=C(NCc1ccccn1)c1ccc(=O)oc1	2	5	-3	2	-1	13	-7	1	2
CCOc1ccc2c(c1)C(N(CCN1CCOCC1)C(=O)Nc1ccc(OC)cc1OC)CC(C)(C)O2 (configuration not stated)	7	-2	-8	0	-7	-1	2	1	6
O=[N+]([O-])CC(c1ccccc1)P(=O)(c1ccccc1)c1ccccc1 (configuration not stated)	9	-1	-2	-1	2	5	-3	4	-3

Individual results from the entries so far:
CCC(=O)Nc1c(-c2cccs2)c(=O)c2ccccc2n1C in PAD4 FP inh shows -1
COC(=O)C(CC(C)C)NC(=O)c1cc(OC)c(OC)c(OC)c1 (configuration not stated) in PAFAH1B2 inh shows 3
O=C(Nc1nnc(-c2ccccc2)o1)c1cccc(S(=O)(=O)N2CCOCC2)c1 in PAFAH1B3 FP inh shows 5

(further entries)
SMILES	LYPLA2 counter	PME-1 inh	PAD4 FP inh	LYPLA1 inh	GSTO1 inh	PAFAH1B3 FP inh	PAFAH2 FP inh	PAFAH1B2 inh	pPAFAH FP inh
CCC(C)NC(=O)COC(=O)c1ccc(Cl)cc1O (configuration not stated)	-2	0	-3	0	3	1	9	-2	7
O=[N+]([O-])c1ccc(CSc2ccc(-c3ccccn3)nn2)cc1	-5	-4	3	-4	15	1	2	2	-9
CCCCNC(=O)c1ccc(CS(=O)(=O)c2ccc(C)cc2)o1	3	4	4	-2	10	5	9	6	1
COc1cc(NC(=O)c2ccc(NC3=NC4CS(=O)(=O)CC4S3)cc2)cc(OC)c1 (configuration not stated)	2	-2	2	1	7	-8	8	2	1
CCOCC(=O)Nc1ccc(S(=O)(=O)NCC2CCCO2)cc1 (configuration not stated)	0	0	-3	0	10	7	1	3	-5
Cc1ccc(NC2=C(Cl)C(=O)OC2OC(C)C)c(C)c1 (configuration not stated)	3	-3	0	1	7	-5	1	-3	5
CC1CN(C(C)C(=O)NC(c2ccccc2)c2ccccc2)CC(C)O1 (configuration not stated)	5	-1	-4	2	-1	3	2	0	-4
COc1ccc(/C=N/NC(=O)CNC(=O)/C=C/c2ccco2)cc1OC	4	10	1	1	6	12	-2	0	3
COCCNS(=O)(=O)c1cc(Br)ccc1OC	-2	-2	-10	-1	1	6	3	5	1
COc1ccc2[nH]c(=O)c(CN(C(=O)c3cccnc3)c3ccc(C)c(C)c3)cc2c1	1	5	-3	2	0	-2	4	6	4
COc1cc(-c2noc(C)c2C#Cc2nccn2C)cc(OC)c1OC	0	6	1	-4	2	2	2	-5	-2
OC(COc1ccc(OCC(O)CN2CCCCC2)cc1)CN1CCCCC1 (configuration not stated)	-4	0	3	1	-2	6	3	3	1
CCN1CCN(c2cc(C)c3cc(NC(=O)Cc4ccc(OC)c(OC)c4)ccc3n2)CC1	2	-2	0	2	-1	2	-3	6	-1
